# Screening data from PubChem.
# TNF death inh: TNF-alpha cell death inhibition in Jurkat FADD-/- cells; Jurkat FADD-/- TNF necroptosis rescue, ATP luminescence, 24 h; 0 = TNF only, 100 = no-TNF cells; activation (protection from cell death), % at 10 µM; AID 463075; actives 0.068% (n = 220,000);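 active = activation, meaning protection from cell death, of at least 50% relative to plate controls; inactive = activation below 50%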;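 note: necroptosis triggered by 40 ng/mL TNF-alpha added together with compound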
# zfTRPN1 agonist: zebrafish TRPN1 (NompC) channel agonism; activation, % at 3 µM; HEK293 zebrafish TRPN1-YFP, Fluo-8 calcium fluorescence; 100% = response to 87 µM carbachol; actives 0.18% (n = 220,000);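 active = activation above its plate's cutoff, the mean activation of test wells on that plate plus 3 SD, cut at about 19% in these data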;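 note: 0% = DMSO alone and 100% = 87 µM carbachol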
#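 Control set: carbachol 87 µM as high control, DMSO as low control; system: HEK293 stable line with zebrafish TRPN1-YFP; read-out: % activation versus carbachol response; detection: intracellular calcium fluorescence with Fluo-8; doses: single test compound dose, 3 µM nominal, 0.3% DMSO; schedule: dye 1 h 37 °C plus 30 min RT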
# CHOP inhibitor: blocks CHOP induction under ER stress | CHO-K1 CHOP-promoter luciferase, tunicamycin-induced, 15-18 h | inhibition, % at 10 µM | actives 3.8% (n = 220,000) | AID 2732;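 active = compounds that reduced the stress-induced luciferase reporter signal by more than about 70% of percent inhibition, limit read from the data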;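 note: 0% = tunicamycin plus vehicle and 100% = wells without tunicamycin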
# Ba/F3 V617F tox: loss of viability in JAK2V617F-driven Ba/F3 cells; inhibition, % at 5.6 µM; actives 1.1% (n = 220,000); Ba/F3 EpoR-JAK2V617F viability, ATP luminescence;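 active = inhibition above the campaign mean plus 3 SD over all tested compounds, cut at about 24% in these data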;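 note: cytokine-independent growth of Ba/F3 cells driven by EpoR plus mutant JAK2; 0% = DMSO-treated cells and 100% = JAK inhibitor I control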
# PPC-1+TRAIL kill: kills PPC-1 cancer cells in the presence of TRAIL. PPC-1 cells + TRAIL, ATPLite viability luminescence. cell killing (% activity), % at 4 µM. actives 0.41% (n = 220,000);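 active = cell killing above 50% in the first pass at 4 µM, then a duplicate retest at 5 µM averaging 50% or more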;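 note: plate controls were cells with TRAIL plus DMSO for no effect and medium-only wells lacking cells for full effect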
# RBBP9 inhibitor: inhibitors of human serine hydrolase RBBP9; AID 1515; actives 0.2% (n = 220,000); inhibition, % at 7.94 µM; O75884; recombinant RBBP9, FP-Rh probe fluorescence polarization;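 active = inhibition above the campaign mean of all tested compounds plus 3 SD, cut at about 14% in these data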;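 note: plate controls were DMSO wells with RBBP9 for no effect and wells lacking RBBP9 protein for full effect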
# Target sequence (O75884 whole entry, looked up): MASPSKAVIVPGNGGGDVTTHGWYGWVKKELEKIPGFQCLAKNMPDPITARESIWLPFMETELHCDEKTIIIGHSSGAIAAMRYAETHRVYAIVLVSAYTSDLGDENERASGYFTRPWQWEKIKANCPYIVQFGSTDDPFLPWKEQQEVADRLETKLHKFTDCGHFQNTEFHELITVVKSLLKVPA
#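 Test system: recombinant human RBBP9; Timing: 30 min then 45 min, 25 °C; Detection: fluorescence polarization; Control set: RBBP9 with DMSO as uninhibited control, no-protein wells as full inhibition; Compound dosing: one concentration, 7.94 µM nominal, 0.794% DMSO; Probe or stimulus: FP-Rh activity-based probe, 375 nM before mixing.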
# Wee1 stabilizer: inhibitors of human Wee1 degradation. P30291. actives 1.2% (n = 220,000). HeLa Luc-Wee1K328M stability, luciferase luminescence; 100% = proteasome inhibitor MG132 effect. reporter increase, % at 5 µM. AID 1321;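 active = activation above the mean of all tested compounds plus 3 SD, set per screening run, cut at about 8.8% in these data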;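 note: cells exposed to compound for 20 h before luminescence read; 0% = DMSO alone and 100% = MG132 at 30 µM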
# TRPML3 ag: human mucolipin-3 channel agonism; Q8TDD5; HEK293 TRPML3-YFP, Fluo-8 calcium fluorescence; 100% = the carbachol control signal; activation, % at 3 µM; actives 0.29% (n = 220,000); AID 1448;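 active = activation above its plate's cutoff, the mean activation of the plate's test wells plus 3 SD, cut at about 12% in these data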;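 note: 0% = DMSO only wells and 100% = carbachol wells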
# Target sequence (Q8TDD5 whole entry, looked up): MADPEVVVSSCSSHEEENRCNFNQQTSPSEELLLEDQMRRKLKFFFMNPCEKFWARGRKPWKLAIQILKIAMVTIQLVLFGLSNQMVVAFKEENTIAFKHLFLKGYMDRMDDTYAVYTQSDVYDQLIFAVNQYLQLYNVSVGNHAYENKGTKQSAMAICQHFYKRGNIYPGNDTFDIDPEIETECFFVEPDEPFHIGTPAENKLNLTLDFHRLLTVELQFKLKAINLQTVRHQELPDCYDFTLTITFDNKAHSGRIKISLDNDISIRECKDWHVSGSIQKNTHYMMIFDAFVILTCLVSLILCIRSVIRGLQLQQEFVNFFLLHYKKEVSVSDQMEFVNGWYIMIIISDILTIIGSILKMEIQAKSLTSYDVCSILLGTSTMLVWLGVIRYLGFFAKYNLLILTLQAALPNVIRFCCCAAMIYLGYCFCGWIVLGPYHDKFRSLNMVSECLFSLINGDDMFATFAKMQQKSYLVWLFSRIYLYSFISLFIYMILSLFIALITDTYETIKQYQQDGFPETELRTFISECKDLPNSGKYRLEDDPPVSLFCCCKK
#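 Material: HEK293 cells stably carrying human TRPML3-YFP; compound dosing: single dose, 3 µM final nominal compound, 0.3% DMSO final; incubation: 1-h 37 °C dye load, 5-s basal, 120-s post-compound reads; technique: Fluo-8 intracellular calcium fluorescence, excitation 470-495 nm, emission 515-575 nm; read-out basis: percent activation from peak-to-basal fluorescence ratio, scaled between DMSO and carbachol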
# BaF3 tox: parental Ba/F3 viability inhibition as JAK2V617F counter-screen. CellTiter-Glo ATP luminescence. inhibition, % at 5.6 µM. actives 1.1% (n = 220,000). AID 1486;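 active = inhibition above a per-campaign cutoff, the mean inhibition of all tested compounds plus 3 SD, cut at about 27% in these data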;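 note: 0% = DMSO wells and 100% = JAK Inhibitor I control wells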
# An asterisk follows results filed as active; [ ] = dose if it differs, or a comment.
SMILES,TNF death inh,zfTRPN1 agonist,CHOP inhibitor,Ba/F3 V617F tox,PPC-1+TRAIL kill,RBBP9 inhibitor,Wee1 stabilizer,TRPML3 ag,BaF3 tox
CC(C(=O)Nc1ccc(S(N)(=O)=O)cc1)N1CCc2ccccc21 (centres undefined),1.5,-0.2,1.9,-0.3,14.6,-5.5,8.5,0.2,2.6
Cc1ccsc1/C=C(\C#N)C(=O)NCc1cccnc1,2.0,0.6,15.1,-0.2,-6.2,-7.5,8.5,-0.1,5.3
COc1ccc(NC(=O)Cn2nc(C)c([N+](=O)[O-])c2C)cn1,1.7,0.5,9.0,-1.9,6.3,-4.6,1.6,0.5,-1.3
CCOC(=O)c1c(-c2ncc(C(F)(F)F)cc2Cl)noc1C,-1.3,0.7,8.4,0.3,-1.5,-5.7,0.6,0.9,3.9
O=C(CN1C(=O)C2C3CC(C(Br)C3Br)C2C1=O)N1CCOCC1 (centres undefined),0.6,1.3,-1.1,-2.1,27.7,-7.9,0.4,1.1,4.2
C=CCN=c1scc(-c2ccc3c(c2)NC(=O)CO3)n1/N=C(\C)c1ccccn1,-12.2,-1.1,37.1,100.4*,13.8,7.8,-0.9,1.4,90.5*
C[C@]12CC[C@@H]3c4ccc(O)cc4[C@@H](O)C[C@H]3[C@@H]1CC[C@@H]2O,0.0,0.6,8.3,-1.2,7.5,-8.7,-0.5,1.0,4.5
N#CCCN(Cc1cccnc1)C(=O)Nc1cccc(Cl)c1,-1.8,1.2,16.8,-2.6,-15.6,4.2,5.3,0.4,4.6
CCCCCC(=O)N1CC2(CC(c3cccc(NC(=O)c4ccccc4)c3)=NO2)C[C@@H]1C(N)=O (some centres undefined),-3.3,1.0,4.3,2.0,5.3,-6.6,3.5,0.1,5.7
COc1ccc2c(c1)C(=O)CC(O)(C(F)F)O2 (centres undefined),-0.6,-0.5,-5.2,4.2,11.7,-7.8,9.8*,0.2,-5.4
Cc1cc2c(c(=O)n1Cc1cccnc1)C(c1cccs1)C(C#N)=C(N)O2 (centres undefined),-3.9,0.0,-2.6,1.3,-7.6,2.8,2.4,0.1,5.1
COc1ccc(NC(=O)N2CCCc3ccccc32)cc1,0.0,1.3,40.2,3.8,11.0,-5.1,0.9,-0.9,6.5
CC(C)c1cc(=O)n2[nH]c(N)nc2n1,0.8,0.6,-1.3,-0.6,0.4,-7.2,-4.1,0.9,11.4
O=C(Nc1ccccc1)c1ccc(Br)o1,-1.7,0.7,-15.1,3.4,10.7,-8.2,-2.1,0.8,8.1
COC(=O)c1ccc(NC(=O)CSc2n[nH]c(-c3ccncc3)n2)cc1,1.9,1.7,22.1,-5.3,-0.4,-10.4,-1.5,0.3,1.9
O=C(CSCc1ccccc1)N1CCN(c2cccc(C(F)(F)F)c2)CC1,0.4,0.0,84.5*,1.1,6.1,0.6,1.4,0.4,3.6
O=C(c1cc2nc(-c3ccccc3)cc(-c3ccccc3)n2n1)N1CCCC1,-3.4,3.9,22.4,-0.1,15.0,0.1,-2.5,0.2,-4.5
O=[N+]([O-])c1ccc(Oc2cccc(Br)c2)c2ccncc12,-2.4,-1.2,67.1,-0.9,7.7,3.7,2.5,-0.2,6.7
Cc1ccccc1OCC(=O)OCC(=O)c1ccc(-c2ccccc2)cc1,1.2,-1.9,30.7,1.4,12.0,-5.2,3.4,0.7,7.9
CCn1ccc(C(=O)Nc2c(C)nn(Cc3c(F)c(F)c(F)c(F)c3F)c2C)n1,1.1,0.5,4.2,-2.3,26.6,-4.1,0.5,1.3,2.8
Fc1ccccc1NC(=S)N1CCN(C/C=C/c2ccccc2)CC1,0.7,0.0,-8.0,0.6,-1.1,-3.4,-0.7,1.0,6.4
O=C(NC1CCCCC1)c1cc2ccccc2cc1O,2.4,-0.5,-10.6,0.0,-4.2,-5.3,3.0,-1.2,2.5
COc1cc(C2CC(=O)NC3=C2C(=O)CC(C)(C)C3)cc(OC)c1O (centres undefined),-3.0,-0.2,18.1,2.8,5.2,-0.5,-0.2,-0.3,5.3
CCN(CCCNC(=O)CN1C(=O)COc2ccccc21)c1cccc(C)c1,-1.6,-0.8,86.5*,0.2,48.3,-4.1,0.3,-0.2,2.5
Fc1cccc(Cn2cc(C(=S)N3CCOCC3)c3ccccc32)c1,-1.4,-1.7,1.7,3.5,-21.3,-0.8,-1.5,0.3,2.9
Cc1cnn(-c2nc(-c3cccs3)cc(C(F)(F)F)n2)c1,-1.6,-0.8,-3.3,2.6,4.9,-10.1,-1.7,0.2,0.8
CC1CN(C(=O)c2ccc3c(c2)OCO3)CC(C)O1 (centres undefined),-1.8,-0.1,4.3,4.2,-1.2[5 µM],-11.4,-2.3,-0.1,2.4
O=C(CN1C(=O)C2C3C=CC(C3)C2C1=O)NCc1ccccc1 (centres undefined),-1.0,0.7,19.9,-1.7,-17.3,-2.2,0.2,0.7,5.8
CCCNC(=O)c1cccc(C(F)(F)F)c1,-2.6,-0.9,-24.1,5.8,18.0,-6.7,-2.5,-0.5,4.2
O=C(CN(c1ccc(F)cc1)S(=O)(=O)c1ccccc1)Nc1ccccc1C(=O)O,0.7,-0.7,3.9,-1.0,12.2,-4.4,-3.8,-0.5,4.0

# Two compounds drawn at random from the list so far, as already listed:
SMILES,TNF death inh,zfTRPN1 agonist,CHOP inhibitor,Ba/F3 V617F tox,PPC-1+TRAIL kill,RBBP9 inhibitor,Wee1 stabilizer,TRPML3 ag,BaF3 tox
O=C(CN1C(=O)C2C3C=CC(C3)C2C1=O)NCc1ccccc1 (centres undefined),-1.0,0.7,19.9,-1.7,-17.3,-2.2,0.2,0.7,5.8
Cc1cnn(-c2nc(-c3cccs3)cc(C(F)(F)F)n2)c1,-1.6,-0.8,-3.3,2.6,4.9,-10.1,-1.7,0.2,0.8

# Next part.
SMILES,TNF death inh,zfTRPN1 agonist,CHOP inhibitor,Ba/F3 V617F tox,PPC-1+TRAIL kill,RBBP9 inhibitor,Wee1 stabilizer,TRPML3 ag,BaF3 tox
CON(C)c1nc(Oc2ccc(=O)[nH]n2)nc(N(C)C)n1,-0.3,0.7,-19.4,-4.2,2.9,-0.2,0.2,0.0,-0.2
C=CCNc1nc(NCc2ccco2)nc(OCC)n1,-3.3,-0.4,10.5,-0.5,45.9,-1.8,0.4,0.0,2.0
CCn1c2ccccc2c2cc(NC(=O)c3cccc([N+](=O)[O-])c3C)ccc21,3.4,-0.2,14.7,-1.9,12.4,-5.2,-1.7,0.4,0.2
COC(=O)c1ccc(C2c3c(oc4ccccc4c3=O)C(=O)N2CCCN2CCOCC2)cc1 (centres undefined),-0.5,0.8,19.9,-0.5,3.9,1.4,-0.3,1.2,5.9
O=C(CS(=O)(=O)c1ccc(C(F)(F)F)cn1)NNC(=O)c1ccccc1,-0.5,-0.6,3.0,-3.6,5.3,-3.3,-3.3,-0.1,-0.9
COCCNC(=O)CSCc1cc(C)cc(C)c1,-0.7,-0.8,-3.4,3.1,-5.4,1.5,8.2,0.3,5.3
Cc1c(Cl)cccc1NC(=O)CSCC(N)=O,1.7,-0.8,-5.4,-7.2,-16.9,7.8,-2.5,0.6,2.1
Cc1ccn(C(=O)c2ccc(NC(=O)C3CCCCC3)cc2)n1,0.3,0.0,-25.8,-5.4,-19.8,-5.2,0.9,1.3,-0.3
CCOC(=O)c1sc(NC(=O)C2CC2)cc1C,-3.3,-0.1,0.1,-0.3,-14.3,4.0,-2.3,-0.3,2.5
Cn1c(SCC(=O)N2CCCCC2)nnc1-c1ccc(S(=O)(=O)N2CCOCC2)cc1,1.3,0.6,-7.9,-1.1,27.6,1.5,-0.6,0.1,0.8
Cc1ncc(N=Nc2ccccc2Cl)c(-c2ccccc2)n1,-7.3,-1.3,-16.3,-2.9,4.4,-1.6,1.0,-0.3,-1.1
CC(C)CNc1ncnc2c1sc1nc(N3CCOCC3)c3c(c12)CC(C)(C)OC3,-1.0,0.7,53.6,0.5,19.8,-11.5,0.1,0.1,6.1
CC1(C)Cc2c(ccc3ccccc23)C(=O)N1,-1.6,0.8,41.6,-0.1,19.5,-2.9,-0.1,-0.7,3.6
CCCCNC(=O)c1cc(C)no1,0.7,0.3,12.8,-3.5,-2.3,-8.3,3.2,0.8,4.4
O=C(/C=C/c1ccc([N+](=O)[O-])cc1)N(c1ccccn1)C1CCCCC1,-0.6,0.7,5.2,1.2,-7.2,3.4,0.7,1.3,5.7
CCOC(=O)N1CCN(C(=O)C(=O)Nc2ccc3nc4n(c(=O)c3c2)CCCCC4)CC1,-0.4,1.0,31.7,-2.5,-19.4,-3.6,3.3,0.8,3.0
CC1CC(C)CN(S(=O)(=O)c2ccc(NC(=S)NC(=O)c3ccccc3)cc2)C1 (centres undefined),0.7,0.0,10.9,-0.7,3.4,-0.9,-1.3,0.9,2.6
Cc1[nH]c2ccc(F)cc2c1CCN(Cc1cccnc1)C(=S)Nc1cccc(F)c1,1.1,-0.1,-0.2,31.1*,5.0,-11.9,-1.2,0.1,28.4*
COCCNCC(O)CON=C1c2ccccc2-c2ccccc21 (centres undefined),3.3,-0.1,-0.5,-3.2,-3.6,-2.4,3.2,1.1,3.0
O=C(CCc1ccc(S(=O)(=O)N2CCOCC2)cc1)Oc1ccccc1,-1.8,0.2,13.0,-3.8,16.4,2.6,-0.5,1.2,-0.7
CCN(CCNC(=O)C1=C(C)C(=O)OC12CCC(C)CC2)c1ccccc1 (centres undefined),-0.4,3.7,23.7,-2.0,11.6,-4.1,-2.4,2.9,-8.6
CC(=O)c1c(C)[nH]c(C(=O)Nc2nc(C)cs2)c1C,0.1,1.3,48.2,-2.0,66.2*[5 µM],-8.3,3.5,1.3,7.6
CCOC(=O)c1cnc(-n2cc(C)cn2)nc1NCc1ccc2c(c1)OCO2,-3.6,2.4,-8.2,1.8,14.2,-8.7,-0.9,0.1,2.2
NS(=O)(=O)c1ccc(NC(=O)/C=C/c2cn(-c3ccccc3)nc2-c2cccc(Cl)c2)cc1,-0.4,1.3,33.1,-2.0,37.2,-27.6,-2.1,0.9,10.2
CC(C)c1nnc(NC(=O)CN(C)S(=O)(=O)c2ccc3c(c2)OCCO3)s1,0.2,0.6,30.6,5.2,29.3,-10.3,0.8,-0.2,6.2
COc1ccc(C(=O)NNC(=S)NC(=O)c2cccnc2)cc1,-0.3,0.3,1.7,-5.6,10.6,4.0,-2.2,-0.7,3.2
CC1=NNC(=O)C1C(c1ccc(Cl)cc1)C(C#N)C#N (centres undefined),-5.3,0.0,-14.8,-4.3,-0.5,21.8*,0.8,0.7,0.2
COc1ccc(Nc2nc(N/N=C/c3ccc(N(C)C)cc3)nc(C)c2[N+](=O)[O-])cc1,-0.1,-0.1,3.4,-1.1,23.2,-4.9,3.8,0.3,3.2
